Screening data from PubChem.
CRFR2-BP antag = blocks CRF-induced signaling of the CRF-BP/CRF-R2 complex; HEK293 CRF-R2/CRF-BP, CRF-induced calcium fluorescence; inhibition, % at 11.8 µM; hit rate 0.59% among 350,000; AID 588475;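 active = inhibition of the ligand-induced calcium signal above about 50% at the single tested concentration, limit read from the data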
UBC9 SUMO inh = blocks human SUMOylation mediated by UBC9; HTRF SUMOylation assay, SAE1/SAE2 + UBC9, in vitro; inhibition, % at 35 µM; P63279; hit rate 0.36% among 290,000; AID 2006; in the data active = inhibition above about 50%, passing the limit was not always enough; also: strong numbers were not always called active
Target sequence (P63279 whole entry, looked up): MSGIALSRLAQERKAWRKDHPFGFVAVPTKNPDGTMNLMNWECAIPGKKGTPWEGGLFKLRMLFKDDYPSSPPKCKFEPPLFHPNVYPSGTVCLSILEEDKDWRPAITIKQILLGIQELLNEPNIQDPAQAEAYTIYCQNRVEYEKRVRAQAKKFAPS
IMP-1 inh = inhibitors of Pseudomonas aeruginosa IMP-1 metallo-beta-lactamase; purified IMP-1, nitrocefin hydrolysis, epi-absorbance fluorescence; inhibition, % at 5.6 µM; hit rate 0.45% among 290,000;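 active = inhibition above the mean plus 3 SD of all compounds in the same screening run, cut at about 4.5% in these data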;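 also: 0% = IMP-1 with DMSO and 100% = DMSO wells lacking enzyme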
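Material – recombinant IMP-1 enzyme, purified · Amount – IMP-1 0.2 nM before substrate addition · Medium – HEPES buffer pH 7.1 with ZnSO4 and Brij 35 · Timing – 25 °C, 15 min preincubation, 25 min reaction · Measured by – plate fluorescence quenching by hydrolysis product, ex 480/em 530 nm · Read-out – percent enzyme inhibition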
p-CIP stab down = lowers stability of the mouse p/CIP coactivator protein; Q05BA5; hit rate 0.01% among 290,000; F442A p/CIP-EGFP cells, EGFP fluorescence, 16 h; decrease of EGFP signal, % at 10 µM;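 active = EGFP signal decrease of at least 30% at 10 µM or well 3 SD below plate mean, unless failing retest; inactive = the rest, including hits failing retest or dose response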; also: some compounds called inactive have numbers as strong as hits; many of its hits are not listed in these tables
VIM-2 inh = blocks Pseudomonas aeruginosa VIM-2 metallo-beta-lactamase. AID 1527. purified VIM-2, nitrocefin hydrolysis, epi-absorbance fluorescence. hit rate 0.89% among 290,000. inhibition, % at 5.6 µM;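 active = inhibition above the mean of all tested compounds plus 3 SD, cutoff set per screening run, cut at about 7.5% in these data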;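 also: red hydrolysis product quenches plate fluorescence so inhibitors raise well fluorescence; 0% = enzyme with DMSO and 100% = DMSO without enzyme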
HCV NS3 hel inh = blocks Hepatitis C virus NS3 helicase unwinding | NS3 helicase DNA unwinding, Cy5 molecular beacon fluorescence | inhibition, % at 10.9 µM | hit rate 0.56% among 290,000 | AID 1800;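 active = inhibition above the mean of all tested compounds plus 3 SD, set per campaign, cut at about 35% in these data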;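 also: 0% = DMSO wells and 100% = thioflavine S control wells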
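test system = hepatitis C virus NS3 helicase domain fragment enzyme | reagent = annealed dual-labelled DNA beacon duplex, ATP-started | times = 1 h at 25 °C | detection = Cy5 fluorescence, 0 and 60 min reads | read-out basis = percent inhibition from t60/t0 fluorescence ratio | control set = DMSO and thioflavine S | replication = one well per compound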
GalR3 antagonist = human GalR3 antagonism | hit rate 0.44% among 360,000 | O60755 | AID 651719 | HEK293 GalR3-CNG cAMP membrane potential fluorescence; galR3 body fused to GalR1 C-terminus | inhibition, % at 3 µM;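 active = inhibition above the screen-wide average plus 3 SD, cut at about 13% in these data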;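 also: forskolin and galanin both at EC90 stimulate the cells; cAMP rise reported by CNG channel membrane potential dye signal; 0% = forskolin plus galanin with DMSO and 100% = forskolin alone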
Target sequence (O60755 1-299 limits assumed): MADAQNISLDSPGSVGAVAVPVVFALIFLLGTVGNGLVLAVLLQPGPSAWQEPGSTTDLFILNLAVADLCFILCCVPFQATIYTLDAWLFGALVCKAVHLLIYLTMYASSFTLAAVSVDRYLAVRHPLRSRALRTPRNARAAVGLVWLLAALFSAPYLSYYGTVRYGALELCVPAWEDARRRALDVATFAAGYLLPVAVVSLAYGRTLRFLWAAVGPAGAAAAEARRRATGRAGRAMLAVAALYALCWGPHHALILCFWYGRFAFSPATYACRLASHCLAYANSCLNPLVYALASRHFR
IDE inh = inhibitors of human insulin-degrading enzyme in cells; P14735; HEK cells, FAbetaB cleavage, fluorescence polarization; inhibition, % at 5.59 µM; hit rate 0.41% among 320,000;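 active = percent inhibition above the average of all tested compounds plus 3 SD, set per screening campaign, cut at about 16% in these data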;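 also: IDE supplied by intact live HEK cells; FP after avidin binding of uncleaved biotin substrate so inhibition keeps polarization high; 0% = DMSO wells and 100% = 60 µM reference IDE inhibitor Ii1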
IDE cell activ = boosts human insulin-degrading enzyme activity in HEK cells | P14735 | activation, % at 5.96 µM | AID 493087 | hit rate 0.073% among 340,000 | FAbeta-B cleavage, fluorescence polarization; 0% vehicle, 100% cell-free pure enzyme wells;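 active = activation above the mean of all tested compounds plus 3 SD, set per screening campaign, cut at about 17% in these data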
* = called active by the depositor; · = no result given. Rows are unselected. About 3.2% of those tested had a hit in this group.

Values run as follows: IDE inh, IMP-1 inh, p-CIP stab down, VIM-2 inh, IDE cell activ, UBC9 SUMO inh, GalR3 antagonist, CRFR2-BP antag, HCV NS3 hel inh
CCOC(=O)CNC(=O)c1cc(OC)cc(OC)c1
  9.2, -3.3, -6.6, -2.7, -4.5, 4.6, 2.0, 4.7, -1.7
COc1cc(C=C(C(C)=O)C(C)=O)ccc1O
  -0.5, -2.2, 1.6, -3.7, 1.0, 6.5, -3.8, -3.7, -2.8
CCS(=O)(=O)N1CCC(C(=O)Nc2cc(Cl)ccc2O)CC1
  3.5, 0.2, 2.9, -1.1, 1.0, 5.4, -6.5, 12.7, -20.6
CCOC(=O)CC(NC(=O)C(CC)c1ccccc1)c1ccccc1Cl (stereo unspecified)
  1.4, -1.1, 3.4, -1.2, 4.2, 7.6, -0.6, 14.4, 7.9
O=C(NNS(=O)(=O)c1ccc(Br)cc1)c1ccccc1-n1cccc1
  1.1, -0.3, 12.3, -2.6, -7.4, 24.4, 1.2, 4.7, 13.6
Cc1cc(C(=O)CSc2nc3ccccc3c(=O)n2C)c(C)n1CC1CCCO1 (stereo unspecified)
  ·, -3.4, -12.1, -4.0, ·, -8.1, ·, ·, -1.6
CCSc1nc2sc3c(c2c(=O)[nH]1)CCCC3
  5.5, -6.1, -16.0, -3.3, 3.9, 1.2, -6.5, -13.9, -2.6
Cc1ccc2[nH]c3c(=O)n(CCN4CCOCC4)cnc3c2c1
  -3.4, -0.3, 14.1, 1.0, 0.6, -21.1, -4.5, 5.2, -9.2
COc1ccc(C(=O)Nc2cccc(S(=O)(=O)N(C)C)c2)cc1S(=O)(=O)N1CCOCC1
  7.5, ·, ·, ·, 0.9, ·, -0.6, 2.1, ·
CN1CCN(c2nc3ccccc3nc2NS(=O)(=O)c2ccc(Br)cc2)CC1
  1.5, ·, ·, ·, 6.3, ·, -5.9, 4.8, ·
CCOC(=O)c1cnn2c(C(F)(F)F)cc(-c3cn(C)nc3C)nc12
  5.8, -8.0, -8.2, 6.6, -2.2, 27.7, -0.9, -6.0, -1.2
C=CCOC(=O)c1ccc(-n2cnc(C)n2)nc1
  -1.2, -1.7, -3.2, 1.5, 2.6, 10.7, -7.8, 6.4, -5.8
CC(=O)n1cc([C@@H]2C=C(C(=O)O)O[C@H](OCc3ccc(CO)cc3)C2)c2ccccc21
  3.2, -0.9, -15.7, 8.8*, 2.4, 16.6, -1.0, 5.4, 2.9
O=C(NCc1ccc(Cl)cc1Cl)C(=O)N1CCCCC1
  -9.2, 0.7, -3.6, 2.8, -0.4, -8.0, -2.9, -10.7, 16.3
O=C(COC(=O)COc1ccccc1)NC12CC3CC(CC(C3)C1)C2
  2.1, ·, ·, ·, 1.0, ·, -5.1, 2.6, ·
O=C1C=C(NCCN2CCOCC2)C(=O)c2cnccc21
  -4.7, -4.2, 5.6, -4.0, ·, 84.2*, ·, ·, -0.8
CSc1ccc(/C=C/C(=O)c2ccc(NC(=O)Cc3ccccc3)cc2)cc1
  5.9, -2.3, -1.9, -0.9, -1.3, -11.4, 1.1, -8.4, -7.8
CCOC(=O)C1CCCN(C(=O)C2CCCN(S(=O)(=O)c3ccc4c(c3)oc(=O)n4C)C2)C1 (stereo unspecified)
  1.7, -0.7, 6.8, -1.0, 7.8, 15.1, 0.2, 18.7, -10.7
CN(CCOc1ccc(Cl)cc1)C(=O)Cc1ccc(S(=O)(=O)N2CCOCC2)s1
  -1.4, ·, ·, ·, -8.8, ·, -7.0, 2.9, ·
CCN(CC)CCN(C(=O)Cn1nnc(-c2ccc(C)o2)n1)C(C(=O)NC1CCCC1)c1ccc(F)cc1 (stereo unspecified)
  ·, -1.1, 0.9, -1.3, -1.3, 1.1, -10.4, -10.6, -28.5
CCn1cnc2c(oc3ccccc32)c1=O
  0.0, -1.5, -14.4, -1.6, 5.4, -1.7, -0.9, 10.0, 11.6
CCN(C(=O)COC(=O)CSc1ccc(F)cc1)c1c(N)n(Cc2ccccc2)c(=O)[nH]c1=O
  -4.2, ·, ·, ·, -2.1, ·, -7.4, -2.9, ·
COc1cccc(OC)c1C(=O)NCCN1CCN(C(=O)c2c(OC)cccc2OC)CC1
  -1.6, -4.4, -10.2, -5.7, 2.8, -0.3, -5.8, 13.5, 8.6
CCOC(=O)c1ccccc1NC(=S)N1CCC(N2CCCCC2)CC1
  -2.1, -2.4, 1.4, -4.1, -3.6, 1.9, 2.4, -0.5, -0.9
O=C(CSc1nnc(CNc2ccccc2)o1)N1CCCc2ccccc21
  -1.8, 1.6, -1.1, 2.2, -1.2, 1.5, -4.3, 3.5, -1.8
COc1cc(C(=O)NNC(=O)COc2ccccc2Cl)ccc1OCC(=O)N1CCOCC1
  -3.4, ·, ·, ·, -2.9, ·, -0.4, 2.7, ·
COc1cc2c(c(OC)c1O)C(=O)CO2
  -4.1, 0.2, -0.4, 2.3, 3.8, 20.3, -5.4, 1.8, 11.0
CN(c1ccccc1)S(=O)(=O)c1ccc(C(=O)Nc2ccncc2)cc1
  7.4, ·, ·, ·, 3.3, ·, -1.5, -4.4, ·
CC(=O)Nc1ccc(NC(=O)[C@@H]2CCCN2S(=O)(=O)c2ccc3c(c2)OCCO3)cc1
  2.5, -2.8, -0.3, -5.9, 9.2, 6.6, -3.4, -2.2, 16.3
COCCn1nnnc1C(c1cccc(C(F)(F)F)c1)N1CCOCC1 (stereo unspecified)
  4.4, -1.4, 9.8, -3.1, 5.0, 2.5, -1.3, 0.9, -2.3
CC(=O)N(/C=C1\SC(=S)N(c2ccccc2)C1=O)c1ccccc1
  12.6, -1.9, 0.7, -1.2, 6.0, 1.2, -4.7, 17.3, 14.5
CCCCC(CC)C(=O)NCc1ccc(F)cc1 (stereo unspecified)
  0.7, -3.4, -0.3, 1.6, 5.0, -5.3, -1.8, 0.3, -1.7
O=C(Nc1ccc2oc(-c3ccccc3)nc2c1)c1ccncc1
  8.9, -3.5, -20.4, -2.8, -12.1, -8.0, -3.2, -28.8, 2.6
N#Cc1c(N)n(-c2ccc(N)cc2)c2nc3ccccc3nc12
  6.5, -1.9, -6.9, 0.3, 8.2, -5.5, -4.0, -3.9, -3.3
Cc1cc(C(=O)N/N=C/c2cc(Br)cc([N+](=O)[O-])c2O)c2ccccc2n1
  2.0, -3.7, 4.1, -2.8, 3.0, 19.0, -1.2, 0.8, 28.4
COc1cccc(NC(=S)NC(=O)c2cncc(Br)c2)c1
  -5.2, ·, ·, ·, 2.2, ·, -6.3, -25.8, ·
CCOCCn1c(=O)c2c(nc3n2CC(C)CN3Cc2ccccc2)n(C)c1=O (stereo unspecified)
  1.9, 0.9, 2.3, 6.1, 2.0, 2.3, -4.9, 15.9, -0.7
CN(C)C1=NC[C@H](Cc2ccccc2)N1CC1CCC(C(C)(C)C)CC1 (stereo partly specified)
  1.8, 0.2, -2.0, -2.1, 0.4, -5.9, ·, -10.9, -102.3
O=C(NNC(=O)C12CC3CC(CC(C3)C1)C2)c1ccccc1F
  -6.4, 0.5, -10.0, -1.1, 2.9, 7.9, -5.4, 16.2, -5.7
COc1ccc(CCNC(=O)C(=O)NCC2OCCN2S(=O)(=O)c2ccc(F)cc2)cc1 (stereo unspecified)
  1.5, -2.3, -7.6, -3.4, -2.7, -3.3, ·, 0.1, -13.7
CCCCNC(=O)CCn1c(=O)c2ccccc2n(Cc2ccc(F)cc2)c1=O
  1.4, -1.4, 9.4, -1.3, 2.5, -13.0, -1.2, 24.6, -7.9
Cc1ccc(NC(=O)CN2C(=S)NC(C)(C)CC2C)cc1Cl (stereo unspecified)
  2.4, -1.1, 0.1, -2.1, 2.8, -5.4, -6.5, -9.0, 6.6
CCC(=O)c1ccc(OC)c(OC)c1O
  -3.0, -1.0, -3.1, -1.1, 3.3, 22.9, -9.7, -7.1, 1.7
COc1cc(C)c(NC(=O)C(=S)N2CCCC2)cc1C
  -2.2, -1.6, -4.9, 0.3, 5.3, 12.7, 0.4, 2.1, -13.1
O=C(Nc1cc(S(=O)(=O)N2CCOCC2)ccc1N1CCCC1)c1cnccn1
  -1.6, -2.0, -11.9, -2.7, 4.3, -6.9, -1.3, -10.0, 19.8
COc1ccc(CCNC(=O)C2C3CCC(C3)C2C(=O)O)cc1OC (stereo unspecified)
  4.2, -4.0, -9.6, -3.2, 5.7, -3.4, -7.7, 11.6, 11.7
Cc1ccc(N2CC(C(=O)Nc3nnc(SCc4ccccn4)s3)CC2=O)cc1 (stereo unspecified)
  2.2, -3.1, -12.1, -5.2, -3.8, 9.1, -3.0, -6.9, -0.3
CC1Cc2ccccc2N1C(=O)CN1C(=O)NC(C)(CCc2ccccc2)C1=O (stereo unspecified)
  -1.5, -1.3, -9.4, 1.1, 0.2, 1.7, 3.0, 41.5, -21.7
CCN(CC)CCN1C(=O)c2oc3ccc(F)cc3c(=O)c2C1c1ccncc1 (stereo unspecified)
  5.1, ·, -0.5, ·, 2.2, -2.8, ·, -30.0, ·
CCC(C)[C@H](NC(=O)Nc1ccc(Oc2ccccc2)cc1)C(=O)O (stereo partly specified)
  11.6, -2.2, 2.6, -1.0, -1.5, -33.3, -4.3, -6.0, 7.3
Clc1ccc(-c2noc(COc3ccccc3)n2)cc1
  -0.6, -1.9, -10.7, 0.5, 5.6, -0.3, 2.2, -31.8, 1.9
Cc1ccc(NS(=O)(=O)c2ccc3c(c2)NC(=O)CO3)c(C)c1
  -4.8, -1.0, 5.9, -1.8, 2.3, 18.7, -7.0, -12.2, -1.5
Cc1ccc(NS(=O)(=O)c2cccc(C(=O)N3CCN(c4ncccn4)CC3)c2)cc1
  -0.1, ·, ·, ·, 1.4, ·, -1.7, -17.9, ·
CS(=O)(=O)c1ccc(Cl)c(NC(=O)C2CCCCN2S(=O)(=O)c2ccccc2)c1 (stereo unspecified)
  -3.1, ·, ·, ·, 4.9, ·, 1.4, 7.4, ·
